TrxR1 substrate – rat thioredoxin reductase 1 substrate activity. O89049. AID 588456. purified TrxR1 substrate turnover, NADPH consumption readout. Potency, µM (series often up to 114 µM), for inactives: top-dose activity change, negative = substrate turnover. 0.01% of 390,000 active; further: potency means the concentration at half of the fitted maximal effect; on the % scale 0 is the no-effect control and ±100 the full control effect; nearly all actives have a fitted effect of over 50% in size
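Rat TrxR1, dispensed at 90 nM, was prereduced with 400 uM NADPH (final) for 5 min at ~22 deg C, then incubated with compound 15 min before 400 uM selenite. A first-read NADPH fluorescence drop versus no-compound background flagged substrates.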
USP1 inh – blocks the human USP1/UAF1 deubiquitinase complex; recombinant USP1/UAF1, Ub-Rhodamine cleavage fluorescence; 0.23% of 390,000 active; O94782; Potency, µM (highest dose often 57.1 µM), without a hit: at the highest dose activity change, negative = inhibition, most hits filed as inhibitors; AID 743255; further: potency means the concentration at half of the fitted maximal effect; on the % scale 0 is the no-effect control and ±100 the full control effect; nearly all actives have a fitted effect of over 60% in size; inactives centre near -12
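USP1/UAF1 complex at 1 nM was preincubated with compound for 15 min at room temperature, then Ub-Rho substrate (150nM final) was added. Fluorescence (480/540 nm) was read kinetically, 6 reads every 60 seconds.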
D2 antag – D2 dopamine receptor (human) antagonism. P14416. HEK293 TREx D2 cells, calcium flux, dopamine EC80. inhibition, % at 10 µM. 2% of 340,000 active. AID 485344; in the data active means inhibition above about 30%; further: 0% is about no effect
Target sequence (P14416 whole entry, looked up): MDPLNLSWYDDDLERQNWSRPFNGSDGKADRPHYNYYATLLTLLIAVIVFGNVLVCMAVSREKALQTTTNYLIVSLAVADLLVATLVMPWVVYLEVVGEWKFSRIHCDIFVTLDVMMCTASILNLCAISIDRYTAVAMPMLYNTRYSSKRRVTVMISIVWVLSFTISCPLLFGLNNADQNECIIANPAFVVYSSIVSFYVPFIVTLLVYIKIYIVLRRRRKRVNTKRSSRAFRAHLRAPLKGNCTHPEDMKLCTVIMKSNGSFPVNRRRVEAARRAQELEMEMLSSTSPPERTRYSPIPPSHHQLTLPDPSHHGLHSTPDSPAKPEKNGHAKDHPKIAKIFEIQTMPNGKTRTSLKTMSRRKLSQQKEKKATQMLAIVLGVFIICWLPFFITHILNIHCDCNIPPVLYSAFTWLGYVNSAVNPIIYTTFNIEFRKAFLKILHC
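HEK293 T-REx D2 cells, tet-induced, calcium dye no-wash. Cpd pintool add, 180 s kinetic, then EC80 DA, 180 s kinetic. Ca flux read.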
IDH1 R132H inh – inhibitors of human mutant IDH1 R132H | AID 602179 | IDH1-R132H enzyme, NADPH consumption, diaphorase/resazurin fluorescence | 0.093% of 390,000 active | O75874 | Potency, µM (series often up to 76.6 µM), for the others: at the top dose activity change, negative = inhibition, hits mostly inhibitors; further: potency means the concentration at half of the fitted maximal effect; on the % scale 0 is the no-effect control and ±100 the full control effect; nearly all actives have a fitted effect of over 65% in size
Target sequence (O75874 whole entry R132H, stated change not applied): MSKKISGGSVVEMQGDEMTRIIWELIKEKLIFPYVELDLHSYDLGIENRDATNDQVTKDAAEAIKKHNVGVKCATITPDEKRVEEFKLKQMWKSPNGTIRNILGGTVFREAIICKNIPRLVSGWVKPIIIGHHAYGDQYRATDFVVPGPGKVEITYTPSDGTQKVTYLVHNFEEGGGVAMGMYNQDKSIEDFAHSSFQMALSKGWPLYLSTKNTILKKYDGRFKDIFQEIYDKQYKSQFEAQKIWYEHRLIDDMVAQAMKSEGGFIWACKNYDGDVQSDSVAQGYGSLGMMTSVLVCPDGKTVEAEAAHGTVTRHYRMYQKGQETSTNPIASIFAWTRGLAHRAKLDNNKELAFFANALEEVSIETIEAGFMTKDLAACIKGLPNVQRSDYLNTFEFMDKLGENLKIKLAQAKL
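IDH1-R132H (0.5 ug/mL) preincubated 30 min with compound, then NADPH (0.016 mM) and alpha-KG (2 mM) added; 80 min at RT, pH 7.5. Remaining NADPH coupled via diaphorase/resazurin to fluorescence (540/590 nm); concentration-response curves normalized to no-enzyme control.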
D2 ag – activates the human D2 dopamine receptor; P14416; HEK293 T-REx D2 cells, calcium flux agonist mode; activation, % at 2 µM; 0.53% of 340,000 active;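 active means activation over 3 SD above normal in the single-dose calcium agonist read, cut at about 30% in these data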; further: 0% is about no effect
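Calcium-flux readout, 1 cycle/sec over 180 s following compound pin transfer, in inducible HEK293 Trex D2 cells (force-coupled); dopamine controls included. Positive calcium responses during this window marked compounds as potential agonists.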
TrxR1 inh – blocks rat thioredoxin reductase 1; 1% of 390,000 active; O89049; recombinant rTrxR1, NADPH fluorescence consumption, selenite substrate; AID 588453; Potency, µM (doses to about 114 µM), without a hit: top-dose activity change, negative = inhibition, hits mostly inhibitors; further: potency means the concentration at half of the fitted maximal effect; on the % scale 0 is the no-effect control and ±100 the full control effect; nearly all actives have a fitted effect of over 65% in size
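Rat TrxR1 (90 nM in the dispensed reagent) was pre-reduced with 400 uM NADPH for 5 min at room temperature, then incubated with compound for 15 min. After 400 uM selenite was added, NADPH fluorescence (Ex 340/Em 450 nm) was followed for 8 min.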
Pin1 inhibitor – human Pin1 inhibition. Pin1 FP peptide displacement, HiFluor488, 10 min. 0.009% of 390,000 active. Potency, µM (doses to about 115 µM), for the others: top-dose activity, negative = inhibition, hits mostly inhibitors. Q13526. AID 504891; active means well fitted inhibition curve with a large enough effect in the polarisation, with a control signal flat, not every such curve was filed as active; inconclusive means small, poorly fitted or top-dose-only effect, or effect the other way, or a change in a side signal; inactive means no such curve, though single readings can be large or run the other way; the % refers to the polarisation; further: potency means the concentration at half of the fitted maximal effect; on the % scale 0 is the no-effect control and ±100 the full control effect
Target sequence (Q13526 whole entry, looked up): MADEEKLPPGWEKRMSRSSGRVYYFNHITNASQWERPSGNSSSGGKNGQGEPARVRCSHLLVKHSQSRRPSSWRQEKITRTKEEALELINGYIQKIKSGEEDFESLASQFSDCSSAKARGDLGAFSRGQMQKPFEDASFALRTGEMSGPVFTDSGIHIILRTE
TRHR enhancer – allosteric enhancers of human TRH receptor; P34981; TRHR cells, fluo-8 calcium fluorescence, EC20 TRH enhancement; enhancement, % at 2 µM; 0.66% of 360,000 active; AID 493056; in the data active means enhancement above about 30%; further: 0% is about no effect
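TRHR-expressing cells loaded with fluo-8 calcium dye were read kinetically (ex 480/em 530) during compound addition, then stimulated with an EC20 of TRH (10 nM final). Enhancement of the Gq-mediated intracellular calcium response was scored.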
TRHR agonist – TRH receptor (human) agonism; activation, % at 2 µM; AID 493084; TRHR cells, calcium flux fluo-8, FDSS agonist mode; 0.18% of 360,000 active; in the data active means activation above about 30%; further: 0% is about no effect
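TRHR-expressing cells, plated overnight in medium with 10% serum, were loaded with fluo-8 calcium dye at room temperature. After a 10 s baseline, library compound was pin-added and calcium release was recorded kinetically (ex 480/em 530) as agonist response.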
Active calls of the source: *; ? = inconclusive; nt = no result given; [ ] = another dose, or the depositor's remark. Unless noted, the call rests on the fitted dose curve; in most records, active means well fitted inhibition curve with a large enough effect; inconclusive means small, poorly fitted or top-dose-only effect; inactive means no such curve, though single readings can be large or run the other way. The list is partial, so the mix of outcomes need not match the whole.

structure,TrxR1 inh,TRHR enhancer,TRHR agonist,TrxR1 substrate,USP1 inh,D2 ag,D2 antag,IDH1 R132H inh,Pin1 inhibitor
CC(C)C(=O)Nc1cccc(NC(=S)NC(=O)C(c2ccccc2)c2ccccc2)c1,?,2,1.4,-9%,-15%,1.4,-3,-5%,0%
COc1ccc(NC(=O)c2ccc(-c3nc(CSc4ccccc4)c(C)o3)cc2)c(OC)c1,-4%,0,0.8,-5%,1%,1.1,nt,5%,2%
CCN(CC)C(=O)CSc1nnc(COc2cccc(C)c2)n1C,nt,19,1.0,nt,nt,1.0,4,nt,nt
Cc1cccc(-c2nc3c(cnn3-c3ccccc3)c(=O)n2-c2ccc(Br)cc2)c1,14%,14,-1.1,14%,-3%,-1.8,nt,-7%,31%[activator]
O=c1oc2c(O)cccc2cc1-c1nc2ccccc2[nH]1,3%[57.1 µM],48*,199*,15%[57.1 µM],33%[activator],149*,-115,6%,?
Cc1c(CN(C)Cc2cn(C)nc2-c2ccccc2F)[nH]c2ccccc12,-6%,10,0.4,-4%,-11%,-0.7,4,12%,7%
CCOC(=O)c1cc(-c2ccccc2)sc1NC(=O)CSc1nnc(N)s1,17%[57.1 µM],0,-0.2,5%[57.1 µM],-14%,-0.9,-1,-15%,39%[activator]
O=C(COc1ccccc1)N1CCN(S(=O)(=O)c2cccc([N+](=O)[O-])c2)CC1,17%[57.1 µM],-5,-0.3,-17%[57.1 µM],?,0.1,-14,5%,2%
COc1ccc(CN2CCN(C3CCC3)CC2CCO)c(C)c1C (stereo unspecified),3%[57.1 µM],-2,0.2,3%[57.1 µM],-20%,0.8,13,1%,1%
CC(C)(O)C#Cc1ccc(C(=O)N2CCN(c3ccc(F)cc3)CC2)cc1,28%[57.1 µM],-1,2.8,7%[57.1 µM],-3%,0.1,-1,5%,5%
N#Cc1ccc(OCc2nnc3n2CCCCC3)cc1,16%,-2,-0.5,-1%,-1%,-1.1,-27,-4%,5%
O=C(CNS(=O)(=O)c1ccccc1)NCC(=O)OCc1ccc(Br)cc1,30%,-3,-0.5,-1%,-13%,0.6,19,5%,-1%

Later entries.
structure,TrxR1 inh,TRHR enhancer,TRHR agonist,TrxR1 substrate,USP1 inh,D2 ag,D2 antag,IDH1 R132H inh,Pin1 inhibitor
Cc1cccc(Nc2c(-c3ccc(O)cc3)nc3ncccn23)c1,-3%,-3,0.2,-4%,-11%,nt,nt,6%,6%
O=C(Nc1cccc(S(=O)(=O)N2CCOCC2)c1)c1cnn2c(C(F)F)cc(-c3ccccc3)nc12,22%[57.1 µM],-8,-0.2,-4%[57.1 µM],-19%,1.4,4,-7%,0%
O=C1C(Cl)=C(NCCCN2CCOCC2)C(=O)N1CCc1ccccc1,17%,3,0.1,9%,-17%,1.1,-5,8%,-6%
O=C(COC(=O)Cn1cnc2ccccc2c1=O)Nc1ccc2c(c1)OCO2,0%,-3,-0.8,-2%,-2%,1.7,5,-10%,2%
Cc1cc(Nc2cccc(F)c2)n2nc(C)nc2n1,4%[57.1 µM],5,0.2,3%[57.1 µM],-14%,1.1,-39,-1%,-2%
COC(=O)/C=c1/s/c(=C(/C#N)C(=O)N2CCCCC2)n(-c2ccccc2)c1=O,?,-2,1.2,-20%,-5%,0.9,-13,3%,-8%
CCC(C)(C)NC(=O)C(OC(=O)c1cc2sccc2n1C)c1ccc(OC)cc1 (stereo unspecified),8%,-6,0.7,5%,-18%,1.0,9,-6%,3%
O=S(=O)(c1ccc(Cl)cc1)N1CCN(C2CCCCCC2)CC1,14%[57.1 µM],-1,0.0,5%[57.1 µM],-4%,0.1,-23,8%,-20%
NS(=O)(=O)c1cccc(NC(=O)COC(=O)C2CCN(S(=O)(=O)c3cccs3)CC2)c1,15%,2,0.3,0%,-17%,0.8,-9,-1%,-12%
Cc1ccc(N2CC(C(=O)N3CCCCC3)CC2=O)cc1C (stereo unspecified),-24%,0,-0.3,-5%,-13%,0.5,-5,0%,-3%
COc1cccc(CN2C(=O)C(C)Oc3ccccc32)c1 (stereo unspecified),16%,-2,-0.6,-1%,-13%,-0.1,-7,-5%,-2%
CC(=O)N1CCC2(CC1)OC(=O)C(C)=C2C(=O)Nc1ccccc1C(F)(F)F,-9%,15,-0.2,1%,-6%,nt,nt,0%,-5%

A draw from above in order of heavy-atom count, high to low:
structure,TrxR1 inh,TRHR enhancer,TRHR agonist,TrxR1 substrate,USP1 inh,D2 ag,D2 antag,IDH1 R132H inh,Pin1 inhibitor
NS(=O)(=O)c1cccc(NC(=O)COC(=O)C2CCN(S(=O)(=O)c3cccs3)CC2)c1,15%,2,0.3,0%,-17%,0.8,-9,-1%,-12%
O=C1C(Cl)=C(NCCCN2CCOCC2)C(=O)N1CCc1ccccc1,17%,3,0.1,9%,-17%,1.1,-5,8%,-6%
Cc1ccc(N2CC(C(=O)N3CCCCC3)CC2=O)cc1C (stereo unspecified),-24%,0,-0.3,-5%,-13%,0.5,-5,0%,-3%

Printed as active in TRHR agonist (from the list above):
molecule	TrxR1 inh	TRHR enhancer	TRHR agonist	TrxR1 substrate	USP1 inh	D2 antag	Pin1 inhibitor
O=c1oc2c(O)cccc2cc1-c1nc2ccccc2[nH]1	3%[57.1 µM]	48*	199*	15%[57.1 µM]	33%[activator]	-115	?

Following part.
structure,TrxR1 inh,TRHR enhancer,TRHR agonist,TrxR1 substrate,USP1 inh,D2 ag,D2 antag,IDH1 R132H inh,Pin1 inhibitor
CCc1ccc(C(=O)COC(=O)c2cccc(N3C(=O)c4c(C)nc5ccccc5c4C3=O)c2)cc1,23%,-11,-0.3,2%,-20%,nt,nt,-1%,?
CCOc1ccc(N=C2SC(C(=O)Nc3ccccc3C#N)C(N)=C2C(=O)Nc2ccc(Cl)cc2)cc1 (stereo unspecified),-13%,3,-0.6,-7%,-21%,1.8,-18,0%,8%
COC(=O)[C@@H]1C[C@@]2(O)[C@H](O)[C@H](O)[C@H](O)C[C@H]2N1C/C=C/c1ccccc1,17%[57.1 µM],6,-0.4,6%[57.1 µM],-34%,nt,nt,-9%,-7%
CCCN(CCC)C(=O)c1ccc2c(=O)n(Cc3ccco3)c(=S)[nH]c2c1,-10%[11.4 µM],-25,-0.5,7%[11.4 µM],-24%,1.6,7,2%,-1%
CC(OC(=O)C1=Cc2ccccc2OC1)C(=O)NCc1ccco1 (stereo unspecified),-8%[57.1 µM],4,-1.6,1%,-8%,3.6,6,-6%,-1%
CCC(=O)Nc1ccc(NC(=O)c2cccc3ccccc23)cc1,-7%,-6,0.1,5%[57.1 µM],-1%,1.0,6,4%,1%
O=c1oc2ccccc2cc1-c1csc(Cc2nc(-c3ccc(Br)cc3)cs2)n1,-8%,-4,0.7,5%,-15%,-0.4,-15,0%,21%
Cc1ccc(CN2CCN(/N=C/c3cc(Br)cc(Br)c3O)CC2)c(C)c1,-19%,0,1.4,-9%,-15%,1.2,3,0%,16%
COc1ccc(CCNC(=O)COC(=O)/C=C/c2cc(OC)ccc2OC)cc1,131%[activator],nt,nt,150%[activator],-9%,nt,nt,7%,1%
O=C(Cc1ccc(-c2ccccc2)cc1)NCCN1CCOCC1,9%,0,0.3,3%,-5%,0.7,-8,-4%,6%
Cc1ccccc1-n1nc2c(c1NC(=O)/C=C\c1ccc3c(c1)OCO3)CSC2,5%,-4,0.5,2%,-20%,nt,nt,-2%,22%
CCOC(=O)/C(C(=O)Nc1ccccc1Cl)=C1/NC(C)(C)Cc2ccccc21,9%,1,1.1,-3%[57.1 µM],-16%,1.7,13,0%,-1%

(cont.)
structure,TrxR1 inh,TRHR enhancer,TRHR agonist,TrxR1 substrate,USP1 inh,D2 ag,D2 antag,IDH1 R132H inh,Pin1 inhibitor
CCS(=O)(=O)N1CCCC(C(=O)NCCc2ccccc2)C1 (stereo unspecified),20%,-2,0.0,9%,-14%,0.9,6,0%,4%
O=C(Cc1cc(=O)oc2cc(O)ccc12)NCC1CCC(C(=O)O)CC1 (stereo unspecified),?,0,0.0,nt,-20%,0.6,13,-3%,?
O=C(C1CCCN(S(=O)(=O)c2cccc3nsnc23)C1)N1CCN(c2ccccn2)CC1 (stereo unspecified),12%,3,0.3,5%,-15%,0.4,-11,4%,0%
CC(C)c1ccc(CN(C(=O)c2cccs2)C2CCS(=O)(=O)C2)cc1 (stereo unspecified),18%[57.1 µM],-4,-1.4,-11%,-7%,-0.2,10,17%,-10%
Cc1cc2c(cc(C(=O)OC(C(=O)NCC3CCCO3)C(C)C)n2C)o1 (stereo unspecified),14%,3,0.2,-2%,-23%,0.1,2,9%,-3%
CCOC(=O)Cc1nc2ccccc2[nH]1,13%,0,1.1,6%,-1%,1.7,13,0%,2%
CCOC(=O)C1CCCN(C/C=C/c2ccccc2[N+](=O)[O-])C1 (stereo unspecified),8%,-5,0.0,0%,-11%,-0.5,15,10%,-11%
CCOc1cc(/C=N/NC(=O)c2cc(C3CC3)[nH]n2)ccc1O,12%[57.1 µM],-1,-0.2,10%[57.1 µM],?,-0.2,-26,17%,-3%
OCCN1C[C@H](O)[C@@H](O)[C@H](O)[C@H]1CO,nt,2,0.2,nt,nt,0.4,12,nt,nt
O=C(CCc1nnc2ccc(NCc3ccco3)nn12)Nc1ccccn1,32%,-7,-0.3,3%,-23%,nt,nt,3%,-1%
CCc1cccc(CC)c1NC(=O)COC(=O)CC1c2ccccc2CCN1S(=O)(=O)c1ccc(F)cc1 (stereo unspecified),7%,0,0.0,-4%,-13%,-1.8,-3,3%,14%
COc1cccc(OCC(O)CNC(=O)c2oc3c(C)c(C)ccc3c2C)c1 (stereo unspecified),4%[57.1 µM],-2,-0.1,1%[57.1 µM],?,nt,nt,11%,0%
CSc1nc(C)cc(OCNC(=O)c2cccs2)n1,5%,2,0.6,0%,-20%,-0.2,-1,3%,-5%
Cc1ccc(-c2nc(CC(=O)Nc3cccc(S(=O)(=O)NC4=NCCC4)c3)cs2)cc1,-7%,13,-0.8,-10%,-17%,0.2,-16,-14%,3%
COc1ccccc1N1CCN(C(=O)C2CCN(S(=O)(=O)c3cccc4nonc34)CC2)CC1,-6%[57.1 µM],5,-0.2,-10%[57.1 µM],-23%,0.2,nt,-15%,-7%

Source: PubChem (National Center for Advancing Translational Sciences (NCATS))
